# Hsp70 act – Hsp70 transcriptional activation, primary screen; 200,000 tested, 0.04% active; activation, % at 10 µM; AID 1203; HeLa Hsp70 promoter luciferase reporter, luminescence; scaled: vehicle 0, proteasome-inhibitor control 100%;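 active = activation above the mean across all tested compounds plus 3 SD, cutoff set per campaign, cut at about 5.5% in these data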;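 also: 100% = MG132 at 30 µM as the positive control and 0% = DMSO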
# RAM inhibit – inhibitors of the yeast RAM network | inhibition, % at 50 µM | S. cerevisiae dse1pr::URA3 reporter, 5-FOA growth OD615, 2 d; analog-sensitive cbk1-as2 kinase mutant strain | 190,000 tested, 1.8% active | AID 868;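 active = inhibition above a set limit, 3 SD over mean compound inhibition, cut at about 8.4% in these data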;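 also: 0% = DMSO-only wells with no growth and 100% = 10 µM 1-NA-PP1 full growth; inhibition rescues growth on 5-FOA so higher OD means more RAM inhibition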
# STAT1 blocker – inhibitors of IFN-gamma induced STAT1 signaling; 200,000 tested, 0.35% active; inhibition, % at 5.5 µM; NIH 3T3 STAT1-luciferase reporter, luminescence;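 active = inhibition above a set limit, the mean inhibition across all tested compounds plus 3 SD, cut at about 34% in these data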;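 also: 0% = IFN-gamma with DMSO and 100% = IFN-gamma with 300 µM nifuroxazide; values of inactives mirror those of a sister screen read the other way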
# APP transl inh – APP translation inhibition | 190,000 tested, 0.82% active | SH-SY5Y APP 5'UTR-luciferase reporter, luminescence | inhibition, % at 2 µM;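 active = inhibition above a set limit, derived from the sample mean plus 3 SD, cut at about 45% in these data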; also: values of inactives mirror those of a sister screen read the other way
# STAT3 act – activators of IL-6 induced STAT3 signaling; U3A cells, IL-6 STAT3-luciferase reporter, luminescence; 100% = signal with IL-6 EC80 alone; activation (% of control), % at 5.6 µM; 190,000 tested, 0.91% active; AID 871;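 active = activation above the screen-wide mean of compound activation plus 3 SD, cut at about 130% in these data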;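 also: 0% = background luminescence of wells with medium and substrate only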
#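 System – human U3A cells carrying STAT3-luciferase construct · Probe or stimulus – Interleukin-6, 33 ng/mL · Schedule – compound 1 h, then IL-6 6 h at 37 °C · Signal – luminescence from STAT3-driven luciferase reporter · Evaluation – percent of IL-6-only median luminescence · Benchmarks – IL-6-only high control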
# FLuc inhib CS – counter-screen for luciferase assay inhibitors: firefly luciferase inhibition; P08659; ATPLite firefly luciferase biochemical luminescence, 10 min; inhibition, % at 10 µM; 200,000 tested, 1.5% active; AID 1006;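 active = inhibition above about 50% when tested at 10 µM, limit read from the data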
# Target sequence (P08659 whole entry, looked up): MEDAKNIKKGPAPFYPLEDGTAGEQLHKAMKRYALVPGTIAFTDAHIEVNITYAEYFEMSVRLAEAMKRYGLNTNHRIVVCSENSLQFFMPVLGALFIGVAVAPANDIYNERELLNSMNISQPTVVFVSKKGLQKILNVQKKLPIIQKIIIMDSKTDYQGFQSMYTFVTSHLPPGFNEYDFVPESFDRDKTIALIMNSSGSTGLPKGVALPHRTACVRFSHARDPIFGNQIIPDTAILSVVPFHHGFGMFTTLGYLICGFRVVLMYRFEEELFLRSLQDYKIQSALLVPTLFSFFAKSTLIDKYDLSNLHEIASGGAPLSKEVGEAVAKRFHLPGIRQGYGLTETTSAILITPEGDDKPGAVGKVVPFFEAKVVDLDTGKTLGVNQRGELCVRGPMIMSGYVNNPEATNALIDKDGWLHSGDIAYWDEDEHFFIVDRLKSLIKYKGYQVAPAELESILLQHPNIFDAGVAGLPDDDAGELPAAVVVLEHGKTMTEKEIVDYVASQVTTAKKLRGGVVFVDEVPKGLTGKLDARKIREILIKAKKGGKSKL
# NF-kB neuron act – raises NF-kB expression in human neuronal cells; NF-kB reporter expression; active compounds read high; fold change at 12.5 µM; 190,000 tested, 1.6% active; AID 1239; in the data active = fold change above about 3.3
# STAT1 activator – STAT1 signaling activation. activation (% of control), % at 5.5 µM. 200,000 tested, 2.6% active. NIH 3T3 STAT1-luciferase reporter, IFN-gamma, luminescence; 100% = IFN-gamma alone, no compound;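 active = activation above the screen-wide mean activation plus 3 SD, cut at about 130% in these data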;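 also: raw ratio to IFN-gamma control signal so 100% means no change and 0% no light; values of inactives mirror those of a sister screen read the other way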
# STAT3 inh – reduces IL-6 driven STAT3 reporter signal. U3A cells, IL-6 STAT3-luciferase reporter, luminescence; host cell line lacks STAT1. 190,000 tested, 0.89% active. inhibition, % at 5.5 µM;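 active = inhibition above the mean inhibition across all screened compounds plus 3 SD, cut at about 44% in these data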;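 also: 0% = DMSO only wells and 100% = 100 µM nifuroxazide control wells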
# APP 5'UTR act – APP 5'UTR luciferase reporter activation | SH-SY5Y APP 5'UTR luciferase reporter, luminescence; zero percent = DMSO vehicle wells | activation, % at 2 µM | 190,000 tested, 1% active | AID 1276;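 active = activation above a set limit, based on mean plus 3 SD of controls, cut at about 140% in these data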; also: values of inactives mirror those of a sister screen read the other way
# Starred values were filed as active, the others as inactive; . = no result given.
# Below each compound: Hsp70 act	RAM inhibit	STAT1 blocker	APP transl inh	STAT3 act	FLuc inhib CS	NF-kB neuron act	STAT1 activator	STAT3 inh	APP 5'UTR act
Cc1nc2ccccc2nc(C)c1=NOCc1cccc(F)c1
    -0.3	0.5	-10	-24	101	-7	0.9	107	4	24
O=C(CCCCCN1C(=O)c2ccccc2C1=O)NCCc1nc2ccccc2[nH]1
    -0.4	0.1	3	6	102	-2	1.1	97	2	-6
Cc1cc(Br)c(OCc2ccc(C(=O)N/N=C3\CC4CC=CC34)cc2)c(Br)c1 (stereo not drawn)
    -0.3	0.3	-5	-22	104	-4	1.3	105	-7	22
NC(=O)COC(=O)c1ccccc1Oc1ccccc1
    -0.2	-1.4	5	13	110	-3	1.2	95	-8	-13
CCC(CC)N=C1NS(=O)(=O)c2cc([N+](=O)[O-])ccc21
    0.2	1.6	6	-4	101	-3	0.81	94	6	4
Cc1ccsc1C1C(C#N)=C(N)Oc2n[nH]c(C)c21 (stereo not drawn)
    -0.1	0.9	1	2	94	-3	0.95	98	14	-2
CN(CCC#N)c1ccc(/C=C(\C#N)c2ccccn2)cc1
    -0.5	2.3	-46	-180	58	88*	2.9	141*	49*	180*
COc1cc(C)c(Cl)cc1S(=O)(=O)NCCCN1CCOCC1
    0.0	0.0	2	28	100	-8	1.2	98	4	-28
CCOC(=O)c1cc(=O)n2nc(-c3ccccc3F)nc2s1
    0.1	1.3	13	8	97	3	1.2	89	8	-8
C=CCn1c(SCc2ccc3nonc3c2)nnc1-c1cccs1
    -0.2	1.7	1	-7	102	0	1.2	99	0	7
CCN(CC)CCNC(=O)c1nn(-c2ccc(C)cc2)c(=O)c2c1c1ccccc1n2C
    -0.1	-0.8	-6	-1	111	-3	0.83	107	-8	1
O=C(c1ccco1)N1CCN(C(=O)C2CCCN(S(=O)(=O)c3cccc4nsnc34)C2)CC1 (stereo not drawn)
    -0.3	0.2	0	11	101	-8	0.87	100	-5	-11
CCCCNCCOCCOc1ccc(Cl)cc1Br
    -0.1	4.0	9	-9	98	-10	1	92	7	9
CCN1CCN(CCNC(=O)c2ccc(CS(=O)(=O)c3ccccc3C)o2)CC1
    -0.3	1.3	-2	-10	94	-4	1.1	102	14	10
COc1ccc(C2C(=O)N(C3CCCCC3)CC(=O)N2Cc2ccco2)cc1 (stereo not drawn)
    0.0	-0.8	1	24	100	0	0.67	99	3	-24
COCc1cc(=O)[nH]c(SCC(=O)Nc2ccccc2)n1
    -0.2	1.6	1	-11	97	-7	0.92	99	8	11
CCc1nnc(NC(=O)C2CCCN(c3nc(C)cc(C)n3)C2)s1 (stereo not drawn)
    0.2	-0.3	-2	-5	100	-8	0.94	102	6	5
C/C(CC(=O)Nc1ccc(C)c(Cl)c1)=N\NC(=O)Cc1cnc(N)s1
    -0.3	2.3	-3	1	93	-8	0.94	101	14	-1
Cc1ccc(C(=O)Nc2ccncc2)o1
    0.4	1.2	8	-12	94	-6	1.2	93	9	12
Cc1ccc(CNC(=S)N2CCOCC2)cc1
    -0.2	0.6	7	-25	103	-5	1.1	92	4	25
CC(O)(C#CCN1CCCCC1)c1ccccc1 (stereo not drawn)
    -0.2	1.8	-8	-10	104	0	1.1	108	-2	10
CC(=O)NC(Cc1ccc(C)cc1)C(=O)NC1CCN(C(=O)c2cnccn2)CC1 (stereo not drawn)
    -0.2	0.1	4	2	101	-10	1.1	96	2	-2
CCC(Sc1nc2cc(OC)c(OC)cc2c(=O)n1CCc1ccc(OC)c(OC)c1)C(=O)NCCOC (stereo not drawn)
    -0.2	3.5	-9	7	95	-4	0.62	108	8	-7
Cc1ccc(SCC(=O)Nc2ccc(N3CCOCC3)cc2)c(C)c1
    -0.2	2.9	2	-4	106	-5	1.1	96	0	4
CC(=O)NCCn1c(SCC#N)nc2ccccc2c1=O
    -0.3	2.9	-8	-19	99	-4	1.1	108	4	19
CC(C)c1ccc(CNc2nc3nc4c(c(=O)n3[nH]2)CCC4)cc1
    -0.1	3.9	-4	-4	94	-2	1.4	104	10	4
Cc1cccc2sc(NS(C)(=O)=O)nc12
    -0.2	0.9	-6	4	121	0	1.1	104	-24	-4
Cc1cccc(OCc2nc(-c3ccc(-n4cccc4)cc3)no2)c1
    0.0	2.7	0	1	94	3	1.2	100	16	-1
CC(/C=N\Nc1nnc2c(n1)[nH]c1c(C)cccc12)=C\c1ccco1
    -0.1	0.7	-5	8	92	-4	0.61	99	17	-8
CC(=O)Nc1cc(NC(=O)C2C3C=CC(C3)C2C(=O)O)ccc1Cl (stereo not drawn)
    0.0	0.7	-4	12	109	-7	1.1	105	-7	-12

# 10 compounds already listed, ordered by length of the SMILES, lowest first:
# Below each compound: Hsp70 act	RAM inhibit	STAT1 blocker	APP transl inh	STAT3 act	FLuc inhib CS	NF-kB neuron act	STAT1 activator	STAT3 inh	APP 5'UTR act
Cc1ccc(C(=O)Nc2ccncc2)o1
    0.4	1.2	8	-12	94	-6	1.2	93	9	12
CCCCNCCOCCOc1ccc(Cl)cc1Br
    -0.1	4.0	9	-9	98	-10	1	92	7	9
Cc1ccc(CNC(=S)N2CCOCC2)cc1
    -0.2	0.6	7	-25	103	-5	1.1	92	4	25
CC(O)(C#CCN1CCCCC1)c1ccccc1 (stereo not drawn)
    -0.2	1.8	-8	-10	104	0	1.1	108	-2	10
C=CCn1c(SCc2ccc3nonc3c2)nnc1-c1cccs1
    -0.2	1.7	1	-7	102	0	1.2	99	0	7
CCOC(=O)c1cc(=O)n2nc(-c3ccccc3F)nc2s1
    0.1	1.3	13	8	97	3	1.2	89	8	-8
Cc1cccc(OCc2nc(-c3ccc(-n4cccc4)cc3)no2)c1
    0.0	2.7	0	1	94	3	1.2	100	16	-1
CCC(CC)N=C1NS(=O)(=O)c2cc([N+](=O)[O-])ccc21
    0.2	1.6	6	-4	101	-3	0.81	94	6	4
CC(=O)Nc1cc(NC(=O)C2C3C=CC(C3)C2C(=O)O)ccc1Cl (stereo not drawn)
    0.0	0.7	-4	12	109	-7	1.1	105	-7	-12
O=C(CCCCCN1C(=O)c2ccccc2C1=O)NCCc1nc2ccccc2[nH]1
    -0.4	0.1	3	6	102	-2	1.1	97	2	-6

# Going on with the list:
# Below each compound: Hsp70 act	RAM inhibit	STAT1 blocker	APP transl inh	STAT3 act	FLuc inhib CS	NF-kB neuron act	STAT1 activator	STAT3 inh	APP 5'UTR act
CCOC(=O)N1CCc2c(sc(NC(=O)CN3CCOCC3)c2C(=O)Nc2ccccc2)C1
    -0.1	-0.9	-1	-1	86	-10	0.4	99	23	1
CC1CC(C(F)(F)C(F)(F)F)n2nc(C(=O)O)cc2N1 (stereo not drawn)
    0.2	1.3	-1	19	99	-1	1.1	102	6	-19
Cc1ccc(NC(=O)c2ccc3ccccc3n2)nc1
    -0.2	2.3	-51	-155	153*	73*	6.2*	147*	-52	155*
Cc1nonc1NC(=O)OC1CCCCC1
    0.0	1.4	-1	-4	92	-5	1.3	101	14	4
COc1cc(C(=O)OCC(=O)NC2CCS(=O)(=O)C2)c([N+](=O)[O-])cc1OC (stereo not drawn)
    -0.3	2.0	2	-20	98	-5	1.4	96	5	20
Cc1ccc(CNc2ccc(Cl)cc2[N+](=O)[O-])cc1
    0.2	5.6	-17	-18	87	-3	1.2	115	19	18
Cc1ccc(-c2nnc(N3CCN(C(=O)CN4CCOCC4)CC3)c3ccccc23)cc1
    -0.4	1.0	3	-76	95	-4	0.68	97	8	76
CCOc1cc(N2CCOCC2)c(OCC)cc1NC(=O)COC(=O)c1cc(C)cc(C)c1
    -0.6	0.5	-8	-26	107	-1	1.4	107	-2	26
COc1ccc(-n2c(Cc3cc(=O)[nH]c(=O)[nH]3)nnc2SCC(=O)Nc2ccccc2)cc1
    -0.4	1.7	1	4	103	-8	0.98	99	1	-4
O=C(N/N=C/c1ccc(O)cc1)c1cc[n+](Cc2ccccc2)cc1
    -0.4	-0.9	-5	-2	107	-5	0.96	104	-13	2
Cc1ccc(/C=N/NC(=O)CSc2nc3ccccc3n2Cc2ccccc2)o1
    -0.2	1.0	-5	3	101	-4	1.1	104	-3	-3
CCn1c(=N)n(CC(=O)OC)c2ccccc21
    -0.1	0.3	4	19	98	-8	1.2	96	3	-19
COc1ccc2nc(C)cc(SCC(=O)OC(C)C)c2c1
    -0.2	1.4	4	-1	83	-2	1.4	96	25	1
COc1ccc2c(c1)CCc1c(C(=O)NCc3ccco3)noc1-2
    -0.1	4.4	-34	-60	101	9	2.8	129*	4	60
Cc1cccc(NC(=O)COC(=O)c2ccccc2-c2nc3ccccc3s2)c1C
    -0.2	1.8	-1	8	106	0	0.78	101	-13	-8
CN(C)c1ccc(C(=O)OCC(=O)NCCC2=CCCCC2)cc1
    -0.2	2.2	-2	-11	108	2	0.98	101	-1	11
COc1ccc(OC)c(NC(=O)c2ccc(CN3CCOCC3)cc2)c1
    -0.2	-0.4	-10	-19	93	9	1.1	110	14	19
Cc1ccccc1Oc1ccc(-c2nc(N)nc(N)n2)cc1
    -0.5	12*	8	-21	104	0	1	93	-4	21
CC(=O)CSc1ccc(-c2nc3cc(C)c(C)cc3[nH]2)cn1
    -0.5	-0.4	85*	-31	14	85*	0.57	20	103*	31
COc1ccc(Cc2nnc(NC(=O)Cc3cccs3)s2)cc1OC
    -0.2	5.0	13	4	99	-4	0.52	89	7	-4
COc1ccc(N2CCN(S(=O)(=O)c3cc(C)ccc3OC)CC2)cc1
    0.2	1.6	11	6	103	-3	.	90	3	-6
N/C(=N\S(=O)(=O)c1ccccc1)c1ccc([N+](=O)[O-])cc1
    -0.3	0.5	-1	6	101	-2	1.1	103	-4	-7
CN(C)c1ccc(/C=N/NC(=S)NCc2ccco2)cc1
    -0.2	1.8	-5	-32	92	-2	1	104	13	32
O=C(Cc1ccccc1)NNc1c2ccccc2nc2ccccc12
    0.2	1.6	-5	-27	95	-5	1	102	11	27
O=C(COC(=O)CCN1C(=O)c2cccc([N+](=O)[O-])c2C1=O)NC1CCS(=O)(=O)C1 (stereo not drawn)
    -0.4	2.2	1	-9	107	2	0.95	99	-2	9
O=C(NCC1CCCO1)C1CCN(C2CCN(C(=O)Cc3ccsc3)CC2)CC1 (stereo not drawn)
    0.3	0.4	-10	-1	94	-9	0.93	107	12	1
CCC(C)N(NC(C)=O)c1nc(Cl)nc(NC(C)(C)C)n1 (stereo not drawn)
    -0.4	0.3	3	-2	104	1	0.97	105	-3	2
Cc1ccc(SCC(=O)N2CCOCC2)cc1
    -0.3	0.2	-10	-34	103	3	1.6	111	1	34
COC(=O)COc1cccc2c(=O)n(CC(=O)NCCc3ccc(OC)c(OC)c3)ccc12
    0.1	2.5	0	-8	98	-3	1.3	100	3	8
